hgDAF12 agonist – hgDAF-12 agonism, primary luciferase screen; HEK293 GAL4-hgDAF12 UAS-luciferase reporter, agonist luminescence; normalized to butyrate control; activation, % at 6.8 µM; 370,000 tested, 1.8% active; AID 687014;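 active = activation above a cutoff set at the mean of all screened compounds plus 3 SD, cut at about 10% in these data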;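 note: 0% = DMSO wells and 100% = sodium butyrate wells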
hcDAF-12 act – H. contortus DAF-12 activation, primary screen; 370,000 tested, 1.4% active; HEK293 hcDAF-12 lit1-tk-luc reporter, luminescence; 0% DMSO, 100% Δ7-dafachronic acid; activation, % at 6.8 µM; AID 652067;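 active = activation above the mean of all tested compounds plus 3 SD, cut at about 5.5% in these data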;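 note: 100% = response to 3 µM Δ7-dafachronic acid high control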
ADAM17 inh – inhibits human ADAM17; 370,000 tested, 0.83% active; P78536; AID 720648; inhibition, % at 6.95 µM; recombinant ADAM17, EDANS/DABCYL FRET peptide cleavage;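 active = inhibition above the mean of compounds lying between control limits plus 3 SD, set per campaign, cut at about 8.5% in these data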;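 note: 0% = DMSO-only wells as the low control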
ssDAF12 agonist – activators of S. stercoralis DAF-12 nuclear receptor; activation, % at 6.8 µM; HEK293 ssDAF-12/GRIP1 lit1-tk-luc reporter, luminescence; % of 3 µM dafachronic acid response; 370,000 tested, 1% active;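 active = activation above the mean over all tested compounds plus 3 SD, cut at about 0.9% in these data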;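 note: 0% = DMSO-only wells and 100% = 3 µM delta7-dafachronic acid wells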
ADAM10 inh – ADAM10 inhibition, QFRET primary screen. inhibition, % at 7 µM. O14672. 370,000 tested, 0.62% active. recombinant ADAM10, EDANS/DABCYL FRET peptide cleavage, 3 h;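 active = inhibition above a per-campaign cutoff equal to the mean of compounds falling between control-based bounds plus 3 SD, cut at about 20% in these data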;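 note: 0% = DMSO wells while the 100% control is not disclosed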
PLC-gamma1 inh – blocks human PLC-gamma1 enzyme activity; purified PLC-gamma1, fluorogenic substrate, fluorescence; inhibition, % at 12.2 µM; P19174; 370,000 tested, 0.84% active; in the data active = inhibition above about 9.5%
Target sequence (P19174 whole entry, looked up): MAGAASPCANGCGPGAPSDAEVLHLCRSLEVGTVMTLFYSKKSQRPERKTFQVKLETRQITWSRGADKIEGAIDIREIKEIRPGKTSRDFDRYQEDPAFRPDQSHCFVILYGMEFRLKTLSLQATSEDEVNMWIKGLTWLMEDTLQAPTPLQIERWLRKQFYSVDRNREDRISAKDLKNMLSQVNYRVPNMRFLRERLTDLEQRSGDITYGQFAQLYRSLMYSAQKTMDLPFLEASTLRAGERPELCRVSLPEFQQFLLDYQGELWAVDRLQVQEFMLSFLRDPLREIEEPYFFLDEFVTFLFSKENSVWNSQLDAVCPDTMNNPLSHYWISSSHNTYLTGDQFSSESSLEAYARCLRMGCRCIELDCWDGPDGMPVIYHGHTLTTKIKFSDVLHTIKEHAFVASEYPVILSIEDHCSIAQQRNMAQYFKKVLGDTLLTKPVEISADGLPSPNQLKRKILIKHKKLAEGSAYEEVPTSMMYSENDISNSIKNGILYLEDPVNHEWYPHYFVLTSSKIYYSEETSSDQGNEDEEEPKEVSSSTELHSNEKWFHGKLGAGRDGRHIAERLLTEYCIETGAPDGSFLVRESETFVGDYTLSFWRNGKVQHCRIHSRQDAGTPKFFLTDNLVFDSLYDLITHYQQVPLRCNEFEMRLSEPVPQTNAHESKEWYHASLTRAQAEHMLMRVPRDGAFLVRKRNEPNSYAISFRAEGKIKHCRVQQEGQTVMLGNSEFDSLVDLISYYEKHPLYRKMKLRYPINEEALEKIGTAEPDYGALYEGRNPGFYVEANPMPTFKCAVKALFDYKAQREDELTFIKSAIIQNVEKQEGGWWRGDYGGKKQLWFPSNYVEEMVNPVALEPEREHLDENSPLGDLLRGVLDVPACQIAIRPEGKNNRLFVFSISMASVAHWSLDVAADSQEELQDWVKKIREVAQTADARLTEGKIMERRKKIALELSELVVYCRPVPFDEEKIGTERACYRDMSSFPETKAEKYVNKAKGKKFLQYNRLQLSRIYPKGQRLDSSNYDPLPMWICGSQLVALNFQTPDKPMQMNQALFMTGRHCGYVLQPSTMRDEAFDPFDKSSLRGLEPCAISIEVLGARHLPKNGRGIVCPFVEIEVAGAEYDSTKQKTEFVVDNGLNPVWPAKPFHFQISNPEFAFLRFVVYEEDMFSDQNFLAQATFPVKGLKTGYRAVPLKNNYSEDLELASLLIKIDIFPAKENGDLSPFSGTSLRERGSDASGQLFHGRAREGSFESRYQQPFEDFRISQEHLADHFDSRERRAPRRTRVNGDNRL
PLCb3 inh – inhibitors of human phospholipase C beta3; Q01970; Purified PLC-beta3, fluorogenic substrate, fluorescence; inhibition, % at 12.2 µM; 370,000 tested, 0.18% active; AID 720704; in the data active = inhibition above about 11%;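 note: 0% = median of compound wells on plate and 100% = full blocker control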
HGIII-sPLA2 inh – Inhibits HGIII-sPLA2 liposome hydrolysis, primary screen. inhibition, % at 12.2 µM. AID 743126. QFRET BODIPY PC-A2 liposome hydrolysis, fluorescence. 370,000 tested, 0.56% active. Q9NZ20;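 active = inhibition above mean plus 3 SD of compounds lying within the high and low control bounds, cut at about 19% in these data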;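 note: 0% = median of test compound wells and 100% = no enzyme DMSO wells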
DAX1 inh-1 – blocks DAX1 repression of SF-1 activated StAR promoter; HEK293T StAR-luciferase reporter, SF-1/DAX-1 repression relief; inhibition, % at 6.8 µM; 370,000 tested, 1.1% active; AID 652010;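 active = inhibition above the mean over all tested compounds plus 3 SD, cut at about 3.6% in these data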;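 note: 0% = DAX-1 cells with DMSO and 100% = cells lacking DAX-1 with DMSO; higher inhibition means more luminescence from relief of DAX-1 repression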
DAX1 inh-2 – NR0B1 (DAX1) inhibition; AID 504766; 340,000 tested, 0.99% active; HEK293 Gal4-DAX1 luciferase reporter, luminescence; inhibition, % at 6.75 µM;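 active = inhibition above the mean over all tested compounds plus 3 SD, cut at about 4.2% in these data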;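 note: 0% = DAX1-transfected cells with DMSO and 100% = empty-vector control cells with DMSO; inhibition shows as a rise in luminescence from relieved DAX1 repression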
FXN GAA850 act – increases GAA850 frataxin promoter reporter activity; AID 540364; 360,000 tested, 0.56% active; activation, % at 6 µM; HEK293 lucGAA850 FXN promoter luciferase reporter, 24 h; percent of 10 µM SAHA response;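 active = activation above the average of all compounds screened plus 3 SD, cutoff fixed separately per campaign, cut at about 7.5% in these data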;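 note: 0% = DMSO wells and 100% = 10 µM SAHA wells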
An asterisk follows results filed as active; · = no result given; & = joins results of further samples.

The line under a structure holds: hgDAF12 agonist, hcDAF-12 act, ADAM17 inh, ssDAF12 agonist, ADAM10 inh, PLC-gamma1 inh, PLCb3 inh, HGIII-sPLA2 inh, DAX1 inh-1, DAX1 inh-2, FXN GAA850 act
1	N#CCc1ccc(OCCCN2CCC(C(O)(c3ccccc3)c3ccccc3)CC2)cc1
  -1.8&3.0, -1.4&-0.9, 0&-5, -0.4&-0.8, -3&-4, 2&0, 5&6, -34&-23, -0.8&-2.1, ·, ·
2	CCOC(=O)[C@]12CCCC3=C1N(CCC3)C(=O)[C@@H](CC(=O)NCc1cccc3ccccc13)C2
  -1.1, -3.3, 1, -1.5, 8, 0, 2, -2, 0.3, ·, ·
3	CN(C)NC(=S)Nc1ccc(S(=O)(=O)N2CCCCC2)cc1
  -1.5, 0.0, -8, -1.1, -2, -1, -10, 17, -0.2, -0.5, -2.6
4	CCCc1nn(C)c(C(N)=O)c1[N+](=O)[O-]
  1.5, 5.2, -2, 1.0*, 4, 1, 0, 7, 0.9, 0.9, 1.5
5	COc1cccc(CNC(=O)C2(C)CCCN2C(=O)C(C)C)c1 (centres undefined)
  0.5, 1.3, -2, -1.2, -2, 5, 6, 5, 0.5, ·, -0.8
6	C[C@@H](C(=O)Nc1cccnc1)n1c(=O)[nH]c2ccccc2c1=O
  -0.3, 1.0, -4, -1.6, -11, 1, -3, -3, 1.4, 0.2, 0.3
7	COCCCNCCOCCOc1c(OC)cccc1OC
  -1.6, 3.3, -7, -1.3, -7, 0, 0, -1, 0.3, 1.5, 3.0
8	Cc1cc(NC(=O)c2ccccc2F)ncc1NC(=O)c1cccs1
  3.4, 0.5, -4, -1.8, -9, -2, 5, -2, 1.1, 0.8, 4.1
9	COc1ccc(/C=C2/CCc3ccccc3C2=O)cc1OC
  5.1, -2.0, -1, -0.5, -1, -42, -52, -13, 0.3, 2.0, 6.9
10	Cc1cccc(OCc2nc(C#N)c(N3CC(C)CC(C)C3)o2)c1 (centres undefined)
  0.4, -1.9, 1, -1.3, -1, 1, 0, -4, -0.4, 0.4, 0.3
11	O=C1CC(N2CCOCC2)C(=O)N1CCc1ccccc1 (centres undefined)
  -1.6, -1.3, -7, -0.9, 1, 6, -1, 3, -0.2, 0.6, -0.4
12	CC(C)(Oc1ccc(Cl)cc1)C(=O)Nc1cccnc1
  0.1, 1.0, -3, -0.1, 6, 2, 1, 4, 0.1, -0.5, -3.0
13	O=C(NCCN1CCN(Cc2ccccc2)CC1)c1ccc(CS(=O)(=O)c2c(Cl)cccc2Cl)o1
  -3.7, -1.2, -1, -1.6, -7, 2, 1, -11, -0.2, -0.2, -0.4
14	O=C(CN1C(=O)NC2(CCCCCC2)C1=O)N1CCCCC1
  0.4, 2.3, 2, -0.9, -2, 3, -5, -3, 1.4, 0.3, 0.6
15	O=C1CCC/C=C/C[C@H](CC(=O)N(CCO)Cc2ccccc2)C(=O)N[C@@H](Cc2ccccc2)CO1
  -3.3, -0.4, -6, -1.1, 5, -1, 0, 7, -0.3, 0.7, 0.9
16	COc1ccc(CN2C(=O)NC3(CCCC3)C2=O)cc1F
  -1.0, -1.8, -4, -1.4, -6, -1, 0, 6, -0.1, 0.2, 0.3
17	CO/N=C/C(c1ncc(C(F)(F)F)cc1Cl)S(=O)(=O)c1ccccc1 (centres undefined)
  -0.4, -1.7, -6, -1.0, -19, -10, -22, 2, 0.4, 0.6, 0.8
18	COc1ccccc1OCC(=O)NCCC1=CCCCC1
  -1.6, -2.6, -3, -1.6, 2, 1, 0, 3, 0.4, -0.7, 0.1
19	CCOC1=CC2=C(C(=O)C(Cl)=CC2=O)[C@@H]2CN(S(=O)(=O)c3ccc(C)cc3)[C@@H](c3ccccc3)[C@H]12
  -1.2, -1.7, 3, -1.4, 4, 1, -5, 31*, -0.8, ·, ·
20	Cc1ccc([C@@H]2[C@@H]3C(=O)N(C)C(=O)[C@@H]3[C@@H]3C(=O)Nc4ccccc4C(=O)N23)cc1
  -2.3, -0.9, -4, -0.1, -10, -2, -4, 2, 0.1, 0.9, -0.5
21	CCOc1ccc(-n2c(=O)[nH]c3sc4c(c3c2=O)CCCC4)cc1
  1.3, -0.4, -2, -0.9, -8, 1, -7, 3, 0.4, 7.8*, 0.9
22	Cc1cc(-c2ccc(Cl)cc2)n2ncnc2n1
  0.1, -2.1, -17, -1.4, -30, -4, -12, 0, -0.6, ·, -0.4
23	CCOc1cc2c(cc1OCC)C(c1ccccc1)N(c1ccc(C(=O)O)cc1)C(=O)C2 (centres undefined)
  1.3, -0.2, -1, -0.9, 5, 4, 2, 0, 0.1, -0.8, 1.8
24	CCOc1ccc(C2C3=C(Nc4nc(N)[nH]c(=O)c42)c2ccccc2C3=O)cc1 (centres undefined)
  0.6, 0.8, -1, -0.7, 7, -2, 0, 2, 0.6, -2.2, 0.6
25	C/C(=N\NC(=O)Cc1c(F)cccc1Cl)c1cccnc1
  2.7, -1.3, 1, -0.5, -1, 0, -9, -4, 1.0, 0.8, -1.4
26	O=CN1CCN(C(=O)C2CCN(c3ncnc4c3sc3cccc(F)c34)CC2)CC1
  2.3, -1.2, -9, -1.1, -34, -45, -67, 7, -2.4, ·, ·
27	Cn1c(SCC(=O)c2ccc(O)c(O)c2)nnc1-c1ccccc1
  -0.7, -2.4, -4, -1.5, -1, 1, -1, -9, 0.4, -0.2, 2.2
28	COc1cc2c(cc1OC)-c1nnc(C)n1C(C)(C)C2
  1.1, 0.0, -1, -1.3, -1, 1, -4, 5, 0.1, -1.3, -0.1
29	COc1cccc(CCC(=O)O)c1OC
  -1.3, -2.0, -4, -0.7, 3, -1, 0, 5, 0.7, -0.7, 1.0
30	CN1CCN(C(=S)c2cn(Cc3ccc(F)cc3)c3ccccc23)CC1
  -1.1, -1.5, 0, -1.1, 3, 1, 1, 4, 0.6, 0.1, -0.9
31	O=C(Cn1cncn1)N/N=C/c1ccccc1Cl
  0.4, -0.3, 1, -1.8, -7, 0, -5, -1, 0.1, -0.8, -0.4
32	COc1cc(/C=N/NC(=O)c2cn(-c3cccc(C)n3)cn2)ccc1O
  -1.3, -3.0, -7, -1.4, -10, -18, -28, -1, -0.2, -0.8, -0.3
33	Cc1nn(-c2ccccc2)c(C)c1C(=O)OCC(=O)Nc1ccc2c(c1)OCO2
  0.8, -1.7, -3, -1.0, 4, 0, -4, -12, -1.3, -0.1, 2.3
34	N#C/C(=C/c1cn(CC(=O)O)c2ccccc12)c1ccc(F)cc1
  -2.4, 0.9, 1, -1.0, 4, -3, -5, -8, 0.0, 1.0, 1.9
35	CC(C)C[C@H](NC(=O)/C=C/[C@H]1O[C@@H](n2ccc(=O)[nH]c2=O)[C@H](O)[C@@H]1O)C(=O)O
  -2.0, -2.2, -2, -0.3, -2, 0, 3, 6, 0.4, ·, ·
36	CC(C)n1nnnc1C1c2ccccc2C(=O)N1Cc1ccco1 (centres undefined)
  0.5, 0.7, 1, -1.3, 4, 6, 5, 5, 3.6, ·, ·
37	CN(CCO)C1CN(Cc2cn(Cc3ccccc3C(F)(F)F)nn2)S(=O)(=O)C1 (centres undefined)
  2.5, -2.5, -9, -0.8, -15, 7, -3, 18, -1.0, ·, ·
38	CCN(C(=O)COC(=O)c1cc(-c2ccccc2)nc2c1c(C)nn2-c1ccc(C)cc1)C1CCS(=O)(=O)C1 (centres undefined)
  -1.4, 5.2, -3, -0.5, -4, -5, -7, 1, -0.1, -1.1, 3.0
39	CCCCN(C(=O)c1ccc(C)o1)c1c(N)n(CC(C)C)c(=O)[nH]c1=O
  0.1, 0.3, -2, -1.2, -5, 3, 0, -2, 0.7, -0.3, 1.3
40	CCc1noc(C)c1C(=O)N1CCN(c2cccc(Cl)c2)CC1
  -3.4, 3.3, 1, -1.4, 0, 1, 1, 4, 0.1, 1.3, 0.3
41	O=C(O)c1cccc(N2C(=O)c3cc4cccc(Br)c4cc3C2=O)c1
  -3.1, 0.2, -3, -1.1, -1, -3, -5, 5, 0.1, -0.7, 0.5
42	O=C(CSc1nc2c(c(=O)n1-c1ccc(Cl)cc1)SCC2)Nc1nccs1
  -1.1, -1.1, 0, -0.9, -9, 4, 1, 4, -0.8, 0.3, 0.4
43	COc1ccc(-c2nnc(SCC(=O)NCc3cccs3)n2C)cc1
  0.1, 0.2, -2, -1.3, 2, 2, 7, 5, 0.8, 1.7, 0.1
44	COCCCC1CCN(C(=O)C2CCC(=O)N(Cc3cccc(F)c3)C2)CC1 (centres undefined)
  0.5, -1.2, -6, -1.1, -9, 2, -4, 2, -0.2, 1.2, -0.5
45	CCCCC(=O)N(C)c1c(C)nc2ccc(C(=O)NCCN(C)C)cn12
  -4.0, 0.7, -4, -0.9, -18, -4, -10, 9, 0.2, ·, -0.1
46	CC(=O)c1cccc(NC(=O)/C(=C/c2ccncc2)NC(=O)c2ccccc2)c1
  -0.8, -0.3, -3, -1.2, 0, 2, 0, 2, -0.1, 0.1, -1.6
47	CCOCCN(C=O)c1cccc(OC)c1
  1.1, -0.3, -1, -1.3, 3, 1, 1, -2, 0.7, -0.6, 0.4
48	Cc1sc2nc(CN(C(=O)NC3CCCCC3)C3CCCCC3)[nH]c(=O)c2c1C
  -0.3, -1.8, -3, -1.1, -7, -4, -1, 3, -0.2, 0.8, 1.8
49	CNC(=S)N1N=C(c2ccc(C)cc2)CC1c1ccc(Br)cc1 (centres undefined)
  -2.0, -2.3, 5, -0.8, 12, 1, 4, 3, -1.2, -0.3, 0.8
50	CCCN(CC(=O)Nc1ccccc1C)C(=O)C1CCN(S(=O)(=O)c2cccc(C(F)(F)F)c2)CC1
  -0.6, 0.3, -1, -0.9, 3, -3, -6, -16, -1.0, -0.8, -3.8
51	Cc1sc2c(c1C)C(O)=C(C(=O)Nc1ccccc1)S(=O)(=O)N2C
  2.4, 1.6, -2, -0.4, 1, 0, -11, -13, 0.4, -0.5, -1.5
